Kir21 block = inhibitors of mouse Kir2.1 inward-rectifier potassium channel. P35561. 310,000 tested, 0.85% active. B-score at 10 µM. AID 1672. HEK293-Kir2.1, FluxOR thallium flux fluorescence; hits give low values;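 active means fluorescence ratio B-score at or below minus 3 SD of library scores, with starting-brightness B-score within 2 SD, cut at about -4.2 in these data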;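 further: channel flux triggered by added potassium and thallium sulfate stimulus; B-score of peak minus minimum fluorescence over baseline after thallium stimulus; more negative B-score means stronger Kir2.1 block with less thallium influx; some compounds called inactive have numbers as strong as hits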
Target sequence (P35561 whole entry, looked up): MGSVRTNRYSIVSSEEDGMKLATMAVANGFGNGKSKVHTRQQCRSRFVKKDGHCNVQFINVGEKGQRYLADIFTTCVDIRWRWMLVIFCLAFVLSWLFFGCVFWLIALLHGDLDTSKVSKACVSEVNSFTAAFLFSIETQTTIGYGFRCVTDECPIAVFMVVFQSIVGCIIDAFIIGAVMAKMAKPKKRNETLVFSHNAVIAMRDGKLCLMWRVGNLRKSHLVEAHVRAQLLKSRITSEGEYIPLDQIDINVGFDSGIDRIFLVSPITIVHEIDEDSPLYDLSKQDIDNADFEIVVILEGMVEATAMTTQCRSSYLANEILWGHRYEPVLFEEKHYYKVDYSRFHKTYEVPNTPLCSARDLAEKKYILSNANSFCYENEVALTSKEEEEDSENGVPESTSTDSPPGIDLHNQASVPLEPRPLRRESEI
STK33 kinase inh = human STK33 kinase inhibition. Q9BYT3. purified STK33, MBP phosphorylation, ADP-Glo luminescence. inhibition, % at 10 µM. 320,000 tested, 0.073% active. AID 2661;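 active means inhibition at or above 25%, using the most active replicate where run in duplicate; inactive means inhibition below 25%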
Target sequence (Q9BYT3 whole entry, looked up): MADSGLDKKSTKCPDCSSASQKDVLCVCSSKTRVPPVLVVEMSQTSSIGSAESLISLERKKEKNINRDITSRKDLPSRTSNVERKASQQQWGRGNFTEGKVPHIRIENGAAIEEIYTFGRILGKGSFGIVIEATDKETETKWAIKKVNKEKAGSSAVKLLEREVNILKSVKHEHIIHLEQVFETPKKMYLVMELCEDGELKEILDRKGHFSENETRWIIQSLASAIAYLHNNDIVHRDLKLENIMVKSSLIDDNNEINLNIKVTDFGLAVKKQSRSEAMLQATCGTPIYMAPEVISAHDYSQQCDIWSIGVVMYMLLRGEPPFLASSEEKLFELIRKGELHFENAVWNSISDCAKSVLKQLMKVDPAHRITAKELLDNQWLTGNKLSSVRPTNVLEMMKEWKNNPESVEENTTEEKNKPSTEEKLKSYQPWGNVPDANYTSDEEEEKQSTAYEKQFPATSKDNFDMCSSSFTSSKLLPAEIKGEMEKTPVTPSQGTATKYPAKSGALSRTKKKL
* marks the source's active call; other numbers are inactive results; nt = no result given. No enrichment for hits. Share with any hit: about 0.84%.

SMILES	Kir21 block	STK33 kinase inh
CCOc1ccc(NC(=S)N2CCC(c3nc4ccccc4[nH]3)CC2)cc1	-0.01	0.0
Fc1ccc(Cn2cccc2C2=NC(c3ccccc3)CO2)cc1 (stereo not drawn)	-5.9*	-2.0
CCOC(=O)c1c(Cc2ccc(Cl)cc2)c[nH]c1C	-0.04	0.1
Cc1ccc(C)c(C(=O)Nc2nc3ccccc3[nH]2)c1	0.74	4.8
Cc1ccccc1C(=O)N1CCC(C(=O)Nc2ccccc2N2CCCC2)CC1	-0.05	-1.2
CC(CCc1ccccc1)NCC(O)c1ccc(O)c(C(N)=O)c1 (stereo not drawn)	-0.2	-0.3
CC(C)CCN(C(=S)Nc1cccc(F)c1)C(C)c1cccs1 (stereo not drawn)	0.28	-1.2
COc1ccc(C(=O)Nc2nnc(SCC(=O)NC3CCCC3)s2)c(OC)c1	0.16	0.0
COc1ccc(C2C(C#N)C(C#N)N3CCCN23)cc1 (stereo not drawn)	-0.08	-0.8
O=C(COC(=O)c1ccc(Cl)nc1)NCCNC(=O)COC(=O)c1ccc(Cl)nc1	-1.2	0.4
COc1ccc(CCNC(=O)C(C)n2nc(C)n3c(cc4occc43)c2=O)cc1OC (stereo not drawn)	0.27	-0.3
CCCCCn1c(CNC(C)=O)nc2ccccc21	-0.01	-1.1
COc1ccc(N2CCN(C(=O)COC(=O)CCOc3ccccc3C)CC2)cc1	-0.08	-1.1
CCN(CC)CCNc1nc2ccccc2n1C	-1.1	-0.6
O=S(=O)(c1ccc2c(c1)C(O)c1ccccc1CC2)C(F)(F)F (stereo not drawn)	nt	-0.7
Cc1ccc(C(c2sc3ncnn3c2O)N2CCCCC2)cc1 (stereo not drawn)	1.2	-1.3
CC(CN1CCNCC1)(NS(=O)(=O)c1ccccc1)c1ccccc1 (stereo not drawn)	0.12	-2.3
COc1cccc(NC(=O)CN(C)CC(=O)NCc2ccc3c(c2)OCO3)c1	nt	0.8
Cn1cc(C=C2C(=O)OC3(CCCCC3)OC2=O)c2ccccc21	-0.05	-2.0
CC(Oc1ccccc1)C(=O)N1CCN(c2ncccn2)CC1 (stereo not drawn)	nt	-0.6
Cc1ccc(-c2nn(-c3ccccc3)cc2CN(Cc2ccccc2)C(=O)CCC(=O)O)o1	0.48	1.4
COc1ccccc1NC(=O)CN1CCN(c2ccccn2)CC1	-0.06	-0.5
CCOC(=O)Cc1c(C)nc2c(C#N)c(C)nn2c1C	-0.58	-1.3
CCc1nc(SCc2ccccc2C)n[nH]1	0.02	-0.3
CCCCc1c(C)c(C#N)c2nc3ccccc3n2c1Cl	1.6	nt
COc1ccc(CNC(=S)NCc2ccc(OC(C)C)cc2)cc1	-1	-0.3
Cc1ccc(NC(=O)/C=C/c2cccc([N+](=O)[O-])c2)nc1	-0.24	-0.4
Cc1nc(-c2ccc(C(=O)Nc3cccc(F)c3)cc2)cs1	0.35	-2.0
CC(C)c1nnc(NC(=O)CCC(=O)Nc2ccc3cn[nH]c3c2)s1	-1.3	-0.1
COc1ccc(S(=O)(=O)N(C)c2ccccc2)c2cccnc12	-5.1*	0.0
O=[N+]([O-])c1ccc(SCc2ccncc2)nc1	-0.2	1.1
CC1(C)CC(NC(=O)COc2ccc([N+](=O)[O-])cc2)CC(C)(C)N1	0.13	-0.2
Cc1cc(C)c(NC(=O)Cn2nnc(C(=O)NCc3ccc4c(c3)OCO4)c2N)c(C)c1	0.39	-0.5
O=C(Nc1ccc(Cl)c(C(F)(F)F)c1)C1CCCN(S(=O)(=O)c2cnc[nH]2)C1 (stereo not drawn)	1	0.3
CCOc1ccccc1OCCCOc1ccc([N+](=O)[O-])cc1Cl	-0.4	-1.5
CCCOC(=O)c1ccc(Oc2c(-c3ccc(OC)cc3O)n[nH]c2C)cc1	0.02	-1.0
CCOC(=O)C1=C(C)NC(=S)NC1c1ccc(C)s1 (stereo not drawn)	-0.14	0.8
COc1ccc(NC(=O)c2cc(-c3ccco3)nc3ccccc23)cc1S(=O)(=O)N1CCOCC1	-0.58	15
COc1cc(OC)c2c(c1C(CCN1CCOCC1)c1ccc(N(C)C)cc1)OC(=O)CC2c1ccc(N(C)C)cc1 (stereo not drawn)	-0.02	-0.8
O=c1cc(N2CCN(c3ccccc3F)CC2)[nH]c(=O)n1-c1ccc(Br)cc1	-1.7	0.7
CCc1sc(C(=O)Nc2nccs2)cc1C	0.12	2.6
O=[N+]([O-])c1ccc(Cc2ccncc2)cc1	-0.03	-1.4
CC(C)N(C#N)c1nc(N2CCOCC2)nc(N2CCOCC2)n1	0.23	-0.5
CCc1ccc(NC(=O)c2ccc(F)c(S(=O)(=O)NCC3COc4ccccc4O3)c2)cc1 (stereo not drawn)	1.1	nt
CCCCNC(=O)c1ccc(SCC(=O)N(CC)CC)c([N+](=O)[O-])c1	-0.71	-0.5

Sorted by molar mass (descending): part of the list above.
SMILES	Kir21 block	STK33 kinase inh
Cc1cc(C)c(NC(=O)Cn2nnc(C(=O)NCc3ccc4c(c3)OCO4)c2N)c(C)c1	0.39	-0.5
CCCOC(=O)c1ccc(Oc2c(-c3ccc(OC)cc3O)n[nH]c2C)cc1	0.02	-1.0
CCOc1ccccc1OCCCOc1ccc([N+](=O)[O-])cc1Cl	-0.4	-1.5
CC1(C)CC(NC(=O)COc2ccc([N+](=O)[O-])cc2)CC(C)(C)N1	0.13	-0.2
CC(C)N(C#N)c1nc(N2CCOCC2)nc(N2CCOCC2)n1	0.23	-0.5

Remaining list, next part
SMILES	Kir21 block	STK33 kinase inh
CCOC(=O)C1CCCN(C(=O)CSc2nccn2C)C1 (stereo not drawn)	0.39	-1.0
O=C(COC(=O)CCSc1ccccc1)NCc1ccc(F)cc1	0.38	-1.7
CC(C)(C)[C@@H]1CCC(=O)N(CC[C@H](N=[N+]=[N-])c2ccccc2)CC1	-1.2	-0.3
CC#CCN1C(=O)N[C@@H](c2ccccc2)C(C(=O)OC)=C1C	-0.03	0.0
CC(C)Sc1sc(C(=O)O)c(-c2ccc(Cl)cc2)c1C#N	-0.16	-2.1
COc1ccccc1C(=O)NCCC(=O)N(C)CC(=O)Nc1c(Cl)cccc1Cl	-0.03	0.6
CCOC(=O)c1cccnc1SCC(=O)NC(C)CC (stereo not drawn)	-0.44	0.3
COC(=O)c1c(C)[nH]c(C(=O)C(C)OC(=O)c2ccco2)c1C (stereo not drawn)	nt	-0.6
CCC(=O)NCCSc1c[nH]c2ccccc12	1.3	0.1
CC(=O)N1C(C)(C)CC(=NOC(=O)c2ccc(C)cc2)CC1(C)C	2.2	nt
CN(C)S(=O)(=O)c1cccc(NC(=O)CCCSc2ccccc2)c1	-0.17	-0.7
Cc1cc(C)c2c(CN3CCN(Cc4ccc5c(c4)OCO5)CC3)cc(=O)oc2c1	-1.3	0.3
COc1ccc(Cl)cc1N1CC(C(=O)Nc2nccs2)CC1=O (stereo not drawn)	0.43	-2.2
CN(Cc1cccs1)C(=O)CCc1c[nH]c2ccccc12	1.1	0.1
CCCCN(C(=O)CSc1nncn1-c1ccccc1OC)c1c(N)n(Cc2ccccc2)c(=O)[nH]c1=O	-0.57	-0.2

Single records (already shown).
Cc1cc(C)c2c(CN3CCN(Cc4ccc5c(c4)OCO5)CC3)cc(=O)oc2c1 reads Kir21 block = -1.3; STK33 kinase inh = 0.3
CC(C)Sc1sc(C(=O)O)c(-c2ccc(Cl)cc2)c1C#N reads Kir21 block = -0.16; STK33 kinase inh = -2.1
COc1ccccc1C(=O)NCCC(=O)N(C)CC(=O)Nc1c(Cl)cccc1Cl reads Kir21 block = -0.03; STK33 kinase inh = 0.6

Shown as a hit in Kir21 block (from the list above):
SMILES	Kir21 block	STK33 kinase inh
Fc1ccc(Cn2cccc2C2=NC(c3ccccc3)CO2)cc1 (stereo not drawn)	-5.9*	-2.0
COc1ccc(S(=O)(=O)N(C)c2ccccc2)c2cccnc12	-5.1*	0.0

Additional records follow.
SMILES	Kir21 block	STK33 kinase inh
Cc1nn(Cc2ccccc2)c(C)c1C(=O)NCC(c1cccs1)N1CCOCC1 (stereo not drawn)	0.83	-0.4
O=C(Cc1ccccc1)NCCc1ccc(Cl)cc1Cl	2.1	-1.8
COc1ccc(Cl)cc1NC(=O)Cn1nnc(C(=O)NCc2ccc3c(c2)OCO3)c1N	1	0.1
CC(=O)c1cccc(S(=O)(=O)NCC(C)(C)N2CCOCC2)c1	-0.44	1.3
N#Cc1cccc(NC(=O)COC(=O)c2ccccc2Sc2ccccc2C#N)c1	0.38	-0.1
CNC(=O)CSc1nnc(-c2ccco2)n1-c1cccc(OC)c1	0.53	-0.7
CCOC(=O)c1cc2c(=O)n3ccccc3nc2n(Cc2ccco2)c1=NC(=O)c1cccc(OC)c1	-0.78	0.5
CCOC(=O)c1cnc(SCC(=O)N2CCC(C(N)=O)CC2)nc1N	0.28	0.2
Cc1cccc(OCC(=O)NCC(C)(C)N2CCOCC2)c1	nt	0.3
CC(=O)OCc1c(C(F)(F)F)nn(C)c1Sc1ccccc1	-0.12	-1.1
CN(CC(=O)OCC(=O)Nc1ccccc1)S(=O)(=O)c1ccc(Cl)cc1	1.1	-1.0
O=C(CSc1nnc(CNC(=O)c2cccc(C(F)(F)F)c2)o1)NC1CCCCC1	0.45	-0.3
Cc1occc1C(=O)Nc1sccc1C(N)=O	0.1	-0.1
Cc1c(C)c(C)c(S(=O)(=O)N2CCC3(CC2)OCCO3)c(C)c1C	-0.01	-0.7
Cc1cccc(NC(=O)NCC2CC2)c1	-0.37	-1.2
COc1cc(C)c(Cl)cc1S(=O)(=O)n1cnc2ccccc21	-1.1	0.0
O=C(CSc1nnc(NC(=O)c2ccco2)s1)Nc1ccc2c(c1)OCCO2	-1.3	-0.7
Cc1ccc(C)c(S(=O)(=O)N2CCCC2CNC(=O)C(=O)NCc2ccccn2)c1 (stereo not drawn)	1.7	-0.1
Cc1ccccc1N(C(=O)CNC(=O)c1cccs1)C(C(=O)NC1CCCC1)c1ccncc1 (stereo not drawn)	1.3	0.0
CC(=C/C(=O)O)/C=C/c1cccs1	0.82	0.7
CCN(CC)CCN(C(=O)c1ccc(S(=O)(=O)N(C)C2CCCCC2)cc1)c1nc2ccc(OC)cc2s1	-0.55	-0.7
CCOc1ccc(NC(=O)CN(C)C(=O)Cn2c(=O)cnc3ccccc32)cc1OCC	nt	-1.7
O=C(CS(=O)(=O)Cc1ccccc1)NCc1ccco1	-0.94	-2.2
N/C(=N\OC(=O)c1ccccc1Cl)c1ccc(Cl)cc1	nt	-2.0
O=C(NCCN1CCOCC1)c1cc2c(=O)n3ccccc3nc2n1Cc1ccccc1	-0.48	-0.8
CN1CCN(C(=S)Nc2cccc(C(F)(F)F)c2)CC1	-0.25	-1.0
O=C(O)[C@H]1CCC(=O)N1Cc1ccco1	-0.67	-1.5
C/C(CC(=O)NC(C)C)=N\NC(=O)C(c1ccccc1)c1ccccc1	1.3	0.9
COc1ccc(C)cc1N(C)C(=O)c1coc(=O)c2ccccc12	-0.17	1.0
O=C(NNS(=O)(=O)c1ccccc1)c1sccc1-n1cccc1	0.56	0.2
COc1ccc(CCN(C)CC(=O)Nc2c(C)cc(C)cc2C)cc1OC	-2.4	-0.6
C=CC[C@H](CC(=O)OC(C)(C)C)C(=O)OC[C@@H]1CCCN1C(=O)[C@H](CC=C)CC(=O)N[C@H](CO)Cc1ccccc1	nt	4.7
O=S1(=O)NC[C@]23C[C@H](c4ccc(F)cc4)[C@@H](C[C@@H]21)O3	1.1	-2.0
CN1C(=O)[C@H]2[C@@H](C3CC3)N3C(=O)CN(CC4CC4)C(=O)[C@@]3(C)[C@H]2C1=O	0.26	-2.2
COc1cccc(N2CCN(Cc3nc(N)nc(Nc4ccccc4)n3)CC2)c1	0.09	-0.4
COC(=O)CSCC(=O)Nc1nnc(-c2ccccc2C)s1	1.4	-1.8
CC(=O)Nc1nonc1C(=O)N1CCC(C)CC1	3.2	0.1
O=C(Nc1ccc2c(c1)OCO2)c1ccccc1	-0.54	6.4
CCc1cc(CNC(=O)CC2C(=O)NCCN2Cc2ccc(-c3ccccc3)cc2)on1 (stereo not drawn)	-0.03	0.5
CCN1CCCC1CNC(=O)c1cc(NC(C)=O)c(N(C)C)cc1OC (stereo not drawn)	1.4	-0.4
O=C(CN1C(=O)NC2(CCCc3ccccc32)C1=O)N1CCN(c2cccc(C(F)(F)F)c2)CC1 (stereo not drawn)	nt	-4.2
Cc1ccc(C)c(CS(=O)(=O)c2cn(CC(=O)N3CCC(C)CC3)c3ccccc23)c1	-1.7	-1.8
COc1ccc(S(=O)(=O)N2CCCC(C(=O)NCCC(C)C)C2)cc1 (stereo not drawn)	2.3	-0.3
O=C(c1cc(C(=O)N2CCCC2)cc([N+](=O)[O-])c1)N1CCCC1	0.7	-1.0
Cc1cccc(CCNC(=O)CCc2c(C)nc3ncnn3c2C)c1	-1.7	0.4
CC(C)CC(=O)NCCCCc1ccccc1	-0.48	-1.1
Cc1ccc(Cl)cc1N(CC(=O)Nc1cccc(N(C)S(C)(=O)=O)c1)S(C)(=O)=O	-1.6	-1.6
Cc1cc(NC(=O)c2ccc3c(c2)OCCO3)ccc1NC(=O)c1cc2ccccc2o1	-0.52	-2.1
N#CCCN(C(=O)c1cc2c(s1)-c1ccccc1S(=O)(=O)C2)c1ccccc1	-1.5	-0.6
O=[N+]([O-])c1ccccc1S(=O)(=O)Nc1cccc(S(=O)(=O)N2CCCC2)c1	nt	-1.0
CC(C)OCCCNC(=O)Cn1ccc2cc(S(=O)(=O)N3CCCCCC3)ccc21	-2.3	1.6
O=C(O)c1nn(CCSc2ccccc2F)c(=O)c2ccccc12	1.4	-0.1
CCc1cccc2c(C(=O)COC(=O)c3cccc(S(=O)(=O)N(C)C4CCCCC4)c3)c[nH]c12	1.1	-1.4
NC(=S)N1OC[C@@H]2COc3ccc4ccccc4c3[C@@H]21	-0.79	-0.5
CCc1cc(-c2[nH]ncc2-c2nc3ccccc3n2C)c(O)cc1O	-1	-0.9
Cc1ccc(NC(=O)CCn2nc(C)cc2C)cc1	0.19	0.4
